# Mtb RmlCD inh = M. tuberculosis RmlC/RmlD coupled enzyme inhibitors, primary screen, biochemical, compound mixtures, 384-well, from 1536-well plates; AID 1533, 2009; RmlC+RmlD coupled enzyme assay, percent inhibition; primary screen in compound mixtures; inhibition, % at 3.6 µM; dTDP-4-dehydrorhamnose reductase (Mycobacterium tuberculosis (strain ATCC 25618 / H37Rv)) …; actives 0.03% (n = 160,000); in the data active = inhibition mostly above about 34%, no sharp cut-off; also: some results filed as inactive read as strong as hits
# Target sequence (P9WH09 whole entry, looked up): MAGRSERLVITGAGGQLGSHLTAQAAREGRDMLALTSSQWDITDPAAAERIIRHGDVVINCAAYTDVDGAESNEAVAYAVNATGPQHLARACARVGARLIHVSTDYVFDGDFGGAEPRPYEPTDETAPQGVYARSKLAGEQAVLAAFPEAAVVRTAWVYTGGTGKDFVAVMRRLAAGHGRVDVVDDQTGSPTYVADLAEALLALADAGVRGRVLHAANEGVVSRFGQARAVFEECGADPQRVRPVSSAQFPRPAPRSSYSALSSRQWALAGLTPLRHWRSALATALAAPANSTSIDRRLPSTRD
# Target sequence (P9WH11 whole entry, looked up): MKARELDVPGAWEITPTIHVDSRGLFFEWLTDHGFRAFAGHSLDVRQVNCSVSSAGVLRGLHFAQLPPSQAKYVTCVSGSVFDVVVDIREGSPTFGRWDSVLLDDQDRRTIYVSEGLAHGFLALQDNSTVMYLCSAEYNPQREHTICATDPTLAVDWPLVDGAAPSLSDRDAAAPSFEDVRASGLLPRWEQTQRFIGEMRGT
# GlmU inhibition = inhibition of mycobacterial GlmU enzyme – biochemical, glucosamine-1-phosphate acetyltransferase (AID 1376). Bifunctional protein GlmU (Mycobacterium tuberculosis (strain ATCC 25618 / H37Rv)). M. tuberculosis GlmU acetyltransferase enzyme assay; higher % means a stronger effect. inhibition, %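 (tested at 30 µM in the primary screen)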; hits with a dose series show IC50 in µM. actives 0.25% (n = 220,000); in the data active = inhibition above about 13%;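 also: 0% = complete reaction with vehicle and 100% = reaction without substrate; strong numbers were not always called active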
# * marks the source's active call; other numbers are inactive results; · = not tested or not shown. A portion of the library (hit frequency here may not be typical).
SMILES | Mtb RmlCD inh | GlmU inhibition
CCNC(=O)CC1C(=O)N(c2ccc(F)cc2)C(=O)N1CCC(C)C (stereo not given) | 8 | -0.8%
Cc1onc(-c2c(F)cccc2Cl)c1C(=O)N1C=CC(C(F)(F)Cl)=NCC1 | -3 | 4.0%
CN(C)S(=O)(=O)c1cccc(NC(=O)c2ccncc2)c1 | 7 | -4.5%
C=CCN(C(=O)CNC(=O)c1cccs1)C(C(=O)NC1CCCCC1)c1cccnc1 (stereo not given) | 2 | 1.5%
CSCCC(NS(=O)(=O)c1ccc2ccccc2c1)C(=O)OCC(=O)c1ccc(C(C)C)cc1 (stereo not given) | 6 | -1.6%
CCSc1nnc(NC(=O)COc2ccc3ccccc3c2)s1 | -198 | -0.6%
COc1ccc(-n2c(-c3ccccc3)nnc2-c2ccc(Cl)cc2)cc1 | -4 | -2.5%
O=C(CSc1nnc2c(Cl)cc(Cl)cn12)N1CCN(S(=O)(=O)c2ccccc2)CC1 | · | -1.0%
COc1ccc(-n2c(SCC(=O)Nc3ccccc3OC)nc(O)cc2=O)cc1 | 11 | 2.5%
Cn1c(-c2ccc(Cl)cc2)cnc1N | · | -8.0%
CC(C)(C)c1cc(NC(=O)Nc2ccc(Cl)cc2Cl)no1 | 7 | 3.0%
O=C(N/N=C/c1ccc(-c2ccc([N+](=O)[O-])cc2)o1)[C@H]1C[C@@H]1c1ccccc1 | · | -4.1%
CCN(C(=O)COC(=O)c1ccc(S(=O)(=O)N2CCCc3ccccc32)cc1)C1CCS(=O)(=O)C1 (stereo not given) | 7 | 1.3%
Cc1ccccc1CCN(C(=O)Cn1nnc2ccccc21)C(C(=O)NC(C)(C)C)c1ccsc1 (stereo not given) | -4 | -3.4%
COc1ccc(S(=O)(=O)N2CCOCC2)cc1NC(=O)CN1CCC(Cc2ccccc2)CC1 | -1 | -0.4%
O=C(CNC(=O)c1ccncc1)N/N=C/c1ccccc1[N+](=O)[O-] | 55 | -0.4%
O=C(Cn1cnc2sc(-c3ccccc3)cc2c1=O)N1CCOCC1 | · | -2.7%
CC(C(=O)OCC(=O)c1cccc([N+](=O)[O-])c1)N1C(=O)C2C3CCC(C3)C2C1=O (stereo not given) | · | 1.7%
Cc1cccc(NC(=S)NCc2cccs2)c1 | · | -3.9%
O=C(COC(=O)c1ccc(Cl)c(S(=O)(=O)NCc2ccccc2)c1)NCC1CCCO1 (stereo not given) | -8 | 1.4%

# Full records as entered above. Screens in order: Mtb RmlCD inh | GlmU inhibition
# CC(C)(C)c1cc(NC(=O)Nc2ccc(Cl)cc2Cl)no1 as listed: 7 | 3.0%
# Cc1ccccc1CCN(C(=O)Cn1nnc2ccccc21)C(C(=O)NC(C)(C)C)c1ccsc1 (stereo not given) as listed: -4 | -3.4%
# O=C(N/N=C/c1ccc(-c2ccc([N+](=O)[O-])cc2)o1)[C@H]1C[C@@H]1c1ccccc1 as listed: · | -4.1%

# The listing continues.
SMILES | Mtb RmlCD inh | GlmU inhibition
Cc1ccc(C(=O)N/N=C\c2ccc[nH]2)cc1[N+](=O)[O-] | · | 1.2%
CCCCOc1ccc(Br)cc1CSC(=N)N | 26 | -7.3%
CC(C)(C)NC(=O)COC(=O)c1cc(Br)ccc1Cl | -7 | 0.9%
Cc1cccc(S(=O)(=O)Nc2nc3ccccc3nc2Nc2ccc3c(c2)OCO3)c1 | 4 | 3.4%
CNC(=O)c1sc2nc(-c3ccc(OC)cc3)cn2c1C | 1 | ·
CC(=O)c1ccc(NC(=O)Cn2nc(C)c([N+](=O)[O-])c2C)cc1 | -8 | 2.3%
c1ccc(CNc2nc(N3CCOCC3)nc(N3CCOCC3)n2)cc1 | · | -6.1%
Cc1ccc2[nH]c(=O)c3cc(C(=O)N4CCN(C(=O)c5ccco5)CC4)sc3c2c1 | 17 | ·
Cc1cc(NS(=O)(=O)c2ccc(Nc3nc(-c4sc(NC(=O)c5ccccc5)nc4C)cs3)cc2)no1 | · | 2.6%
CN1CC(=O)N(CC(=O)Nc2ccc(Br)cc2F)C1=O | -9 | 2.8%
O=C(COc1ccc(S(=O)(=O)NC2CCCCC2)cc1)NCC1CCCO1 (stereo not given) | -5 | 1.2%
CCOc1ccc(C(C)(C)C)cc1S(=O)(=O)N1CC(C)OC(C)C1 (stereo not given) | · | 1.7%
Cc1ccccc1-c1oc(C)c(C)[n+]1[O-] | -7 | 0.5%
Cc1cc2nc(Sc3c([N+](=O)[O-])nc(C)n3Cc3ccccc3)[nH]c2cc1C | -1 | -3.5%
CNC(=O)c1cc(Cl)c(OC)c(OC)c1 | -7 | 3.3%
Cc1cccc(N2CCN(Cc3nc(-c4ccccc4Cl)oc3C)CC2)n1 | · | -5.3%
CC(C)OCCCNC(=O)c1ccc(NS(C)(=O)=O)cc1 | -5 | 5.0%
CCCc1[nH]c(=O)c(C#N)c2c1COC(C)(C)C2 | -11 | 3.6%
COc1cccc(N(CC(=O)N2CCN(c3ccccc3OC)CC2)S(C)(=O)=O)c1 | -5 | 5.7%
O=C(O)/C=C/c1ccc(-n2ccnc2)cc1 | -6 | 4.2%
CCCOC1CCCN(Cc2nc(-c3ccc(C(=O)OC)cc3)no2)C1 (stereo not given) | 11 | -2.5%
O=C(C(Cc1ccccc1)N1C(=O)C2C3CCC(C3)C2C1=O)N1CCCCC1 (stereo not given) | 7 | -7.5%
C=CCNC(=O)C(=O)NCCCN1CCOCC1 | 17 | -2.2%
Cc1ccc(NC(NC(=O)c2cccnc2)C(Cl)(Cl)Cl)cc1 (stereo not given) | -8 | 1.6%
COc1ccnc(N2CCN(c3ccc(Cl)cc3)CC2)c1C#N | · | -1.0%
CSc1ccc(S(=O)(=O)Nc2ccc3c4c(cccc24)CC3)cc1 | · | -0.1%
Cc1cc([N+](=O)[O-])ccc1-c1ccc(C2Nc3ccccc3C(=O)N2O)o1 (stereo not given) | 12 | 3.0%
O=S(=O)(Nc1n[nH]c(C(F)(F)F)n1)c1ccccc1 | 1 | -0.8%
Fc1ccccc1C1c2[nH]c3ccccc3c2CCN1Cc1cccn1-c1ncccn1 (stereo not given) | 9 | 1.7%
O=C(N/N=C1/CCSC1)c1cc(Br)ccc1O | · | -0.8%
O=C(C1CCCN(S(=O)(=O)c2cnc[nH]2)C1)N1CCN(Cc2ccccc2)CC1 (stereo not given) | 48 | 0.4%
CC(C)S(=O)(=O)c1ccc(C(=O)Nc2ccc(F)cc2F)cn1 | 0 | -9.1%
Cc1cc(C)c2nc(-c3ccccn3)cc(C(=O)n3cccn3)c2c1 | -1 | -3.7%
CC1Cc2ccccc2N1C(=O)CSc1nc2ccccc2o1 (stereo not given) | · | 2.0%
CCOC(=O)N1CCN(C(=O)c2cccn3c(=O)c4sccc4nc23)CC1 | 9 | 4.2%
O=C(Nc1nnc(-c2cccnc2)o1)c1cccc(Cl)c1 | · | 7.4%
O=C(O)C1C2C=CC(O2)C1C(=O)Nc1ccc2c(c1)OCCO2 (stereo not given) | · | 7.9%
CC(=O)NC(Cc1cc(C)ccc1C)C(=O)N1CCN(C(=O)c2ccccc2Br)CC1 (stereo not given) | -8 | 4.1%
COC(=O)c1ccc(C2=NOC(C)(c3sc(-c4ccccc4)nc3C)C2)cc1 (stereo not given) | · | 0.8%
Cc1onc(-c2ccc(Cl)cc2)c1-c1ccnc(SCC(=O)Nc2ccc(C(C)C)cc2)n1 | 8 | -4.1%

# In the list so far, 4 contain a tert-butyl group:
SMILES | Mtb RmlCD inh | GlmU inhibition
CC(C)(C)c1cc(NC(=O)Nc2ccc(Cl)cc2Cl)no1 | 7 | 3.0%
Cc1ccccc1CCN(C(=O)Cn1nnc2ccccc21)C(C(=O)NC(C)(C)C)c1ccsc1 (stereo not given) | -4 | -3.4%
CC(C)(C)NC(=O)COC(=O)c1cc(Br)ccc1Cl | -7 | 0.9%
CCOc1ccc(C(C)(C)C)cc1S(=O)(=O)N1CC(C)OC(C)C1 (stereo not given) | · | 1.7%

# The list goes on:
SMILES | Mtb RmlCD inh | GlmU inhibition
CC(C)C(=O)N(Nc1nc2ccccc2s1)C(=O)C(C)C | -5 | 1.6%
CCOc1nc(-c2ccc(OC)cc2)ccc1-c1noc(C)n1 | 4 | 6.6%
Cc1cc(C)c(S(=O)(=O)N2CCOC2CNC(=O)C(=O)NCCCn2ccnc2)c(C)c1 (stereo not given) | 11 | 0.1%
O=C(CN1CCN(c2ccccc2)CC1)Nc1c(C(=O)C2CC2)oc2ccccc12 | · | 2.8%
CCCn1c2ccccc2c2nnc(SC(CC)C(=O)Nc3cc(C)on3)nc21 (stereo not given) | · | -1.8%
Cc1ccc(C)c(S(=O)(=O)N2CC(=O)Nc3ccccc32)c1 | · | 1.2%
c1ccc(Nc2ccc(-n3ccnc3)nn2)cc1 | 4 | 1.9%
CCCn1nnnc1SCC(=O)c1ccc(NC(C)=O)cc1 | -8 | -0.7%
CN(C)CCCNCCCCNC(=O)/C=N/O | -8 | ·
CCOC(=O)Cc1csc(NC(=O)Nc2ccc(OC(F)(F)F)cc2)n1 | -3 | 3.4%
COc1ccc(N2C(=O)C3CCCN3C2c2ccc(C)o2)cc1Cl (stereo not given) | -3 | 0.9%
CN(C)c1ccc(C(=O)N/N=C/c2cc(Br)cc(Br)c2O)cc1 | -6 | 2.3%
COc1ccc(OCCc2nnc(N)s2)cc1 | -12 | 2.3%
CN(C)c1ccc(NS(=O)(=O)c2ccc(-c3csnn3)cc2)cc1 | · | -5.5%
CC1(C)CC(=O)C2=C(C1)NC1=C(C(=O)c3ccccc31)C2c1ccccc1 (stereo not given) | · | -1.9%
O/N=C1\CCCC\C1=C/c1ccccc1 | -12 | 10%
O=C(NCCN1CCCCC1)c1ccc(Oc2cc(Cl)cc(Cl)c2)o1 | 13 | -1.8%
O=c1c(-c2ccccc2)c(O)c2cccc3c2n1CCC3 | 25 | 1.7%
O=C(OCc1nnc(-c2ccccc2)o1)C12CC3CC(CC(Br)(C3)C1)C2 | -1 | -7.7%
CC1(c2nnc(-c3cccc(Cl)c3)o2)CC(c2ccc(F)cc2)=NO1 (stereo not given) | · | -3.4%

# (listing goes on)
mol | Mtb RmlCD inh | GlmU inhibition
CCn1ncc(Cl)c1C(=O)Nc1cc([N+](=O)[O-])ccc1OC | 3 | 2.2%
O=S(=O)(c1ccccc1)N1CCC(=NO)CC1 | · | -2.1%
COc1ccc(CNS(=O)(=O)c2ccc(F)c(C(=O)Nc3ccccc3OC)c2)cc1 | -14 | -0.8%
O=C(O)CCC(=O)c1ccc2c(c1)CCCC2 | -3 | 1.7%
O=C(C1CCCO1)N1CCN(C(=S)Nc2ccccc2Cl)CC1 (stereo not given) | · | 0.1%
O=C(/C=C/c1ccccc1)CC(O)(c1ccccc1)C(F)(F)C(F)F (stereo not given) | -6 | 4.2%
O=C1/C(=C/c2ccco2)CCC1C1CCCC1 (stereo not given) | -14 | 3.2%
CC(C)CN(C(=O)CSc1nnc2c(Cl)cc(C(F)(F)F)cn12)C1CCS(=O)(=O)C1 (stereo not given) | 7 | 52%
Cc1cccc(OCCc2nnc(N)s2)c1C | 10 | 3.2%
C/C(=N\NC(=O)c1ccccc1Br)c1ccc(N2CCOCC2)cc1 | · | -2.6%

# Brought forward from above: four entries, followed by the next part.
mol | Mtb RmlCD inh | GlmU inhibition
O=C1/C(=C/c2ccco2)CCC1C1CCCC1 (stereo not given) | -14 | 3.2%
CC(C)CN(C(=O)CSc1nnc2c(Cl)cc(C(F)(F)F)cn12)C1CCS(=O)(=O)C1 (stereo not given) | 7 | 52%
Cc1cccc(OCCc2nnc(N)s2)c1C | 10 | 3.2%
C/C(=N\NC(=O)c1ccccc1Br)c1ccc(N2CCOCC2)cc1 | · | -2.6%
CCC(C)NC(=O)CN(c1ccc(OC)cc1)S(=O)(=O)c1ccccc1 (stereo not given) | -8 | 6.0%
COc1ccccc1-n1c(O)c(C=Nc2c(C)n(C)n(-c3ccccc3)c2=O)c(=O)[nH]c1=O | · | 4.2%
Cc1cc(C)c2c(c1)NC(=O)C2(O)CC(=O)c1cccs1 (stereo not given) | · | 1.3%
COc1ccc(C(=O)NCc2nnc(SCC(=O)N3CCC(C)CC3)o2)cc1OC | -11 | 5.3%
S=C(c1ccc2c(c1)OCO2)N1CCCCC1 | 15 | -2.0%
CCOC(=O)N1CCN(C(=O)/C(=C/c2ccccc2OC)NC(=O)c2ccccc2)CC1 | -19 | 2.8%
Cn1c(=O)n(C)c2cc(/C=N/NC(=O)c3ccc(Cl)cc3)ccc21 | -7 | 1.1%
CCNc1nc(N)c(C(=O)c2ccc(Cl)s2)s1 | 11 | 2.2%
CCOc1cccc(-c2cc(-c3n[nH]c(=S)n3CC)c3ccccc3n2)c1 | · | -3.6%
COc1ccc(C(=O)Nc2nc3ccccc3[nH]2)cc1S(=O)(=O)N1CCOCC1 | 10 | -2.8%
Clc1ccc(CN(Cc2ccc(Cl)cc2)c2nn[nH]n2)cc1 | -13 | 3.8%
CC(Nc1nc(N2CCCC2)nc2ccccc12)c1ccccc1 (stereo not given) | 5 | -3.7%
COC(=O)c1nc(Cl)c(Cl)c(N)c1Cl | 2 | 7.3%
COc1ccc(CNC(=O)C(c2ccco2)N(C(=O)CNS(=O)(=O)c2ccccc2)c2ccccc2C)cc1 (stereo not given) | · | -0.5%
COC(=O)N/N=C/c1cc(Br)ccc1O | · | 0.0%
C=CCn1c(O)c(C(CC)=Nc2ccccc2NC(=O)CC)c(=O)[nH]c1=O | 20 | -1.1%
C=C1CCN([C@@H](C)C(=O)NCc2cc(OC)c(OC)c(OC)c2)S(=O)(=O)c2ccccc21 | · | 8.5%
CCCS(=O)(=O)N1CCC(C(=O)NCCCOC(C)C)CC1 | 4 | -1.9%
COc1cc(S(=O)(=O)NCc2cccnc2)ccc1F | · | 4.9%
O=C(CCn1c(=O)oc2ccccc21)Nc1ccon1 | 5 | -9.9%
